Calpain2 inh – inhibitors of pig calpain II. hit rate 0.37% among 220,000. purified calpain II, fluorogenic peptide substrate, 30 min. AID 1236. inhibition, % at 16 µM;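 active = inhibition above about 50%, limit read from the data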
Hck-Nef inh – inhibitors of human Hck kinase activated by Nef | P08631 | Recombinant Hck-YEEI plus Nef, Z-Lyte FRET kinase assay | inhibition, % at 20 µM | hit rate 0.68% among 220,000 | AID 463187;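 active = Hck-Nef kinase inhibition above about 50%, limit read from the data; inactive = inhibition below that limit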;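 also: 0% = DMSO with Hck plus Nef and 100% = Hck alone without Nef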
EP2 modulator – modulators of human EP2 prostaglandin E2 receptor. induction, % at 25 µM. P43116. AID 940. EP2-expressing cells, cAMP HTRF FRET, PGE2 co-stimulation. hit rate 0.83% among 260,000;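 active = compounds whose cAMP rise, as percent of the full-agonist control response, exceeds 60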;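 also: rat C6 glioma line stably carrying human EP2 under a CMV promoter; the protocol text gives 20 µM as final concentration; 100% = response of wells given 1 µM PGE2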
Rad51 HR inh – blocks human Rad51 in homologous recombination; Q06609; inhibition, % at 10 µM; hRad51 DNA strand exchange, fluorescence dequenching; hit rate 0.085% among 200,000; AID 1385;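 active = inhibition above 40% at the single screening dose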;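 also: 0% = DMSO control wells and 100% = blanks with heterologous ssDNA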
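System: human Rad51 nucleoprotein filaments preassembled on unlabelled ssDNA. Reagent: labelled 47-mer dsDNA for strand exchange. Schedule: 30-min compound preincubation and 15-min exchange, both room temperature. Measured by: FRET fluorescence dequenching, excitation 485 nm, emission 520 nm. Read-out: Fluorescence-based percent inhibition, control- and blank-normalised. Benchmarks: plate controls and plate blanks.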
zVAD death inh – blocks zVAD induced death of L929 cells. AID 1377. L929 zVAD necroptosis rescue, ATP luminescence, 24 h; with zVAD 60 µM. hit rate 0.38% among 220,000. viability rescue, % at 10 µM;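 active = activation, scaled between plate controls, above about 75%, limit read from the data; inactive = activation under that limit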;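 also: 0% = zVAD with DMSO and 100% = DMSO alone without zVAD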
Tb hexokinase – T. brucei hexokinase 1 inhibition | recombinant TbHK1, G6PDH-coupled NADH A340 | inhibition, % at 10 µM | hit rate 0.11% among 220,000 | AID 1430;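 active = inhibition of 50% or more in the single-dose primary screen; inactive = inhibition below 50%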
eIF4E-4G inh – eIF4E/eIF4G interaction inhibition in translation initiation; P63073+Q04637; TR-FRET eIF4E-eIF4GI(517-606) binding, 2 h; inhibition, % at 21.7 µM; hit rate 0.37% among 220,000; AID 782;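 active = inhibition above about 30%, limit read from the data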;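 also: 0% = full FRET control wells and 100% = background wells lacking eIF4GI fragment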
Target sequence (P63073 whole entry, looked up, the tested form may be a part): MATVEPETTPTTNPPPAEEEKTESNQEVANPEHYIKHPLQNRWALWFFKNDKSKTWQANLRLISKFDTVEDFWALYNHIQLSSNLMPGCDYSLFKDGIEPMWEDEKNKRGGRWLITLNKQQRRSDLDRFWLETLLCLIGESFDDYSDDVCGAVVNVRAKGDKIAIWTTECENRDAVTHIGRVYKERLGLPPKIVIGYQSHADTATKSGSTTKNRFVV
Target sequence (Q04637 whole entry, looked up, the tested form may be a part): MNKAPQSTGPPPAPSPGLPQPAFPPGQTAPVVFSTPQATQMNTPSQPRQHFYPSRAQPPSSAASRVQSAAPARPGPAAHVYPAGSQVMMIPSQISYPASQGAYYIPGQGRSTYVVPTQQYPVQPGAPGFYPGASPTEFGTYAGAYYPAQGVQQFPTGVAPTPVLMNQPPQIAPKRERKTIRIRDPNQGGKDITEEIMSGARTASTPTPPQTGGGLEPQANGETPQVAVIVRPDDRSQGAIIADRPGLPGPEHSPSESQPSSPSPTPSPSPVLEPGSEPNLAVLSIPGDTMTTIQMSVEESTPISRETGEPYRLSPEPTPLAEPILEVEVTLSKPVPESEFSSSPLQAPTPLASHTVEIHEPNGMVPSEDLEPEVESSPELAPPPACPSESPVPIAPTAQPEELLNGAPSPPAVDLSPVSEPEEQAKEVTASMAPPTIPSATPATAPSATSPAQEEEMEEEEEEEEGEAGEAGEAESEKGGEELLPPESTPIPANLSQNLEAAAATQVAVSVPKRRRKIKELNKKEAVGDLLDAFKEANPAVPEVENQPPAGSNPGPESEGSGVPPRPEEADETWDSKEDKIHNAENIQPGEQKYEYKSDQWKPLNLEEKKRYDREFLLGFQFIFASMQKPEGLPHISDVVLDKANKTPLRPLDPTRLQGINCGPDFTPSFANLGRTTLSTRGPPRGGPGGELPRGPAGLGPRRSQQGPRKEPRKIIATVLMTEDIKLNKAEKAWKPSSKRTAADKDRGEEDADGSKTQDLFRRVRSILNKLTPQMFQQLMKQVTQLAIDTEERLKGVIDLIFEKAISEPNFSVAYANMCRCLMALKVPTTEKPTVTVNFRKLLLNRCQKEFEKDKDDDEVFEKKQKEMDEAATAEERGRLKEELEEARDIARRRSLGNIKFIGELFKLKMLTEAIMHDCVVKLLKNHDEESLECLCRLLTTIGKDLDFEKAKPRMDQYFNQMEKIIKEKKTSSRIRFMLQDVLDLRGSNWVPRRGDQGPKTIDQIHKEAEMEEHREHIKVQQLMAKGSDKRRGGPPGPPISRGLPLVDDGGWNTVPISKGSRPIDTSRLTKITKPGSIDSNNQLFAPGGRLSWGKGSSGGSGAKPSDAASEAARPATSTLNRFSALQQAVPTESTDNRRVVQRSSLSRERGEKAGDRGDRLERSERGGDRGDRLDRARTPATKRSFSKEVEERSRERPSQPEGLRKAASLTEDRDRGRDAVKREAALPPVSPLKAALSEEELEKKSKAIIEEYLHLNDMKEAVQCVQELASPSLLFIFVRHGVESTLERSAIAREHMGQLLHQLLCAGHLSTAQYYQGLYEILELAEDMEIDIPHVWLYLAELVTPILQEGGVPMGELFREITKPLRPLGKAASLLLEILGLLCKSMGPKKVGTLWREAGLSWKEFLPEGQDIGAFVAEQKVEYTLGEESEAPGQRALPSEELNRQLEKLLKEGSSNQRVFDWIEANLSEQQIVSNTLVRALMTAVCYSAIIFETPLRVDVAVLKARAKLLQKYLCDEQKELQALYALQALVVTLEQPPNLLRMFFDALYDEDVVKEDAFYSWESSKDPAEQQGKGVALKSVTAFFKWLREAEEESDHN
14-3-3 Bad inh – disrupts binding of bovine 14-3-3 zeta to phospho-Bad peptide; hit rate 0.71% among 220,000; AID 781; TR-FRET 14-3-3zeta/Dy647-pBad peptide displacement, 1 h; P63103; inhibition, % at 21.7 µM;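 active = inhibition above about 70%, limit read from the data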;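 also: 0% = full 14-3-3 plus peptide FRET controls and 100% = background without 14-3-3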
PGE2 EP2 inh – blocks the human prostaglandin E2 receptor EP2 | P43116 | C6 glioma cells expressing human EP2, cAMP TR-FRET; cells stimulated with saturating PGE2 | inhibition, % at 25 µM | hit rate 0.52% among 260,000 | AID 1422;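 active = percent inhibition above 40 after rounding to a whole number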;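 also: rat C6 glioma host cells with rolipram phosphodiesterase inhibitor present; the protocol text gives 20 µM as final concentration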
* marks the source's active call; other numbers are inactive results; i = inactive; . = not tested or not shown; & = joins results of further samples; [ ] = another dose, or the depositor's remark. A portion of the library; rates above refer to the full screens.

SMILES	Calpain2 inh	Hck-Nef inh	EP2 modulator	Rad51 HR inh	zVAD death inh	Tb hexokinase	eIF4E-4G inh	14-3-3 Bad inh	PGE2 EP2 inh
Cc1ccc(N2C(=O)CC(Sc3ncn[nH]3)C2=O)cc1C (stereo not given)	-1	0	-7	4	-0.4	1	-2	-4	16
CCOC(=O)C1CCN(c2cc(=O)n(Cc3ccc(F)cc3)c(=O)[nH]2)CC1	-20	-2	17	4	1.6	3	-1[fluorescence artefact?]	0[fluorescence artefact?]	13
O=C(CCl)Nc1cccc(Oc2ccccc2)c1	15	18	-34	-4	3.3	5	2	-4	8
Cc1cccc(-c2nc(=S)c3c(o2)CCCC3)c1	-32	-19	-1	.	0.0	17	1	5	6
CC(C)CNc1cc(N2CCCC2)ccc1[N+](=O)[O-]	23	-1	38	7	-0.1	-6	3	-5	6
c1ccc2c(c1)N1CCCN=C1N2CCN1CCCCC1	26	23	-11	1	-1.2	4	-2	0	2
NC(=O)c1ccc(NC(=O)CSC2=Nc3ccccc3C3CC=NN23)cc1 (stereo not given)	-12	8	16	5	1.0	-12	-4	-10	11
CCOc1ccc2nc(NC(=O)CSc3nc(-c4ccccc4)c(C#N)c(=O)[nH]3)sc2c1	29	36	28	2	0.0	3	0	-7	18
CC1(/[N+]([O-])=C/c2ccc(Cl)cc2Cl)CCCCC1=O (stereo not given)	-10	0	-1	15	1.4	-7	-3	4	3
CNC(=O)c1cc2cc(Cc3ccccc3Cl)ccc2oc1=O	-18	-5	14	11	6.7	2	4	-1	14
Cc1c(Cl)cccc1NC(=O)Cc1ccc([N+](=O)[O-])cc1	-38	18	2	0	2.5	-3	0	-21	13
Cc1cc(C)c(S(=O)(=O)n2cnc3ccccc32)c(C)c1	3	1	26	.	1.0	-3	1[fluorescence artefact?]	14[fluorescence artefact?]	17
O=C(CCS(=O)(=O)c1cccc2nsnc12)NC1CCCCCC1	17	-1	16	-13	0.1	3	2	1	12
Cc1scc(C(=O)N/N=C/c2ccc(OC(C)C)cc2)c1C	-25	3	-32	-3	1.2	-18	2	-1	13
COc1ccc2[nH]c(C)cc(=O)c2c1	6	-7	25	1	-0.7	-15	-1	8	8
O=C(O)c1cc(-c2ccc(N3CCOCC3)cc2)nn1-c1ccc(F)cc1F	-9	3	0	2	2.1	-4	-3	11[fluorescence artefact?]	10
CCC(=O)Nc1cccc(-c2cn3ccccc3n2)c1	-12	2	-15	-9	0.5	-6	-1	-2	9
CCOn1c(=O)c(-c2ccc(OC)c(OC)c2)[n+]([O-])c2ccccc21	-13	0	41	-8	-0.1	-13	-5	-2[fluorescence artefact?]	13
COc1cccc2c(=O)cc(C)n(CC(=O)Nc3ccc(C)c(C)c3)c12	-93	0	-37	7	-0.2	-12	3[fluorescence artefact?]	10	10
O=C1CC2(CC(c3ccc(Cl)cc3)=NO2)C(=O)N1c1ccccc1 (stereo not given)	0	-2	16	12	0.4	-4	1	1	4
O=C(COC(=O)c1ccccc1Nc1ccc(SC(F)F)cc1)NC1CC1	20	8	-27	5	3.1	30	1	-22	12
NC1=NC(=O)/C(=C/c2ccccc2OS(=O)(=O)c2ccccc2)S1	10	-1	-4	24	-0.7	1	1	6	17
CC(C)C(=O)Nc1ccc(N2CCN(c3ccc(F)cc3)CC2)cc1	2	8	12	5	6.0	-1	4	-9	0
COc1ccc(CCNC(=O)CSc2nc(O)c(CC(C)C)c(=O)[nH]2)cc1OC	-69	-1	24	22	3.1	4	-3[fluorescence artefact?]	-9	13
CCOC(=O)c1c(NC(=O)C2CCCN(S(=O)(=O)c3ccccc3)C2)sc2c1CCCC2 (stereo not given)	-10	4	3	1	4.2	15	1[fluorescence artefact?]	-19[fluorescence artefact?]	6

Continuation.
SMILES	Calpain2 inh	Hck-Nef inh	EP2 modulator	Rad51 HR inh	zVAD death inh	Tb hexokinase	eIF4E-4G inh	14-3-3 Bad inh	PGE2 EP2 inh
Cc1cc(N2CCC(C)CC2)nc2cccc(O)c12	-18	2	19	-4	0.1	-15	-4	-2	8
O=C(C(=O)N1CCc2ccccc2C1)N1CCc2ccccc2C1	9	1	-45	-12	2.2	41	-7	5[fluorescence artefact?]	2
COc1ccc(CCNS(=O)(=O)c2cccc(C)c2)cc1OC	7	1	-12	8	-0.2	-7	-3	-7	2
COc1ccc(/C=C/c2nc(-c3ccccc3)cc(=O)[nH]2)cc1	-51	18	-7	.	0.9	-48	15	-5	8
Cc1csc(SCC(=O)NC(=O)NC(C)C)n1	31	3	0	-3	-1.0	3	-2	4	5
S=C(NCc1ccc(Cl)cc1)NCc1ccccn1	-6	14	-4	2	0.6	3	1	-19	6
Cc1ccccc1NC(=O)CSc1nc2n(n1)CCCCC2	-4	4	5	7	0.8	9	3	1[fluorescence artefact?]	7
CCOc1ccccc1NC(=O)CSC1=C(C#N)C(c2ccco2)C(C(=O)Nc2nc3ccccc3s2)=C(C)N1 (stereo not given)	-163	4	20	-11	0.0	-9	0	-4	12
COc1cc(SC)ccc1C(=O)NCCOc1ccc(F)cc1	25	3	-42	-1	0.9	32	4	-14[fluorescence artefact?]	6
COc1ccc(NC(=O)CSC2=NCCN2)cc1	2	-4	-11	.	68	-3	3	-1	0
CNCCCCOc1ccc(C(C)(C)C)cc1Cl	-10	-6	0	-6	72	6	-5	30	4
COc1ccc(-n2nnc3c(SCC(=O)OCc4ccccc4)ncnc32)cc1	-60	0	33	3	0.0	18	-1	-2[fluorescence artefact?]	10
C/C=C/C(=O)NCCc1ccc(OC)c(OC)c1	-23	18	32	4	3.0	-2	2	-21	6
C=CCN(CC=C)C(=O)c1ccccc1NC(=O)c1ccccc1C	3	0	-2	5	-0.4	6	0[fluorescence artefact?]	2	12
CCn1cc2c(c1-c1cccc(C)c1)c(=O)n(C)c(=O)n2C	-13	-7	16	-1	1.4	0	1[fluorescence artefact?]	12	8
COc1cccc(-n2c(SCC(=O)Nc3ccc4c(c3)CCC4)nc3ccccc3c2=O)c1	-28	-3	16	-4	1.3	-3	-2	-18	8
COC(CNC(=O)c1ccc2c(c1)ncn2-c1cccc(F)c1)OC	-37	27	-8	1	76*	-3	1	-9	4
CC(C)(CO)NC(=S)NCc1ccco1	9	-22	2	-21	-1.2	-1	4	-6	5
CCCCn1c(/N=C/c2cc(OC)ccc2O)nc2ccccc21	5	1	7	-6	-0.2	-2	6[fluorescence artefact?]	3	15
Cc1cccc2cc(C#N)c(SCC(=O)NCC3CCCO3)nc12 (stereo not given)	-18	1	13	-6	-1.0	-4	1	-8	17
COc1ccc(C(=O)NC2CCN(C(=S)Nc3ccccc3)CC2)cc1	7	21	-28	-6	-0.7	2	1	-12	6
O=c1[nH]c(/C=C\c2cccs2)nc(O)c1[N+](=O)[O-]	-19	23	6	2	4.8	-39	2	-8	5
CC(=O)Nc1ccc2c(c1)nc(CCNC(=O)c1ccccc1)n2C	-12	0	35	1	0.3	-2	0[fluorescence artefact?]	-1	11
COc1ccc(C(=O)CSc2nnc(-c3cc(C)cc(C)c3)o2)cc1	2	0	3	4	-0.1	-9	2[fluorescence artefact?]	10[fluorescence artefact?]	4
Cc1noc(C)c1COC(=O)CNC(=O)c1ccc(Cl)cc1	-66	20	-36	3	1.1	5	-1	10	6

(further entries)
SMILES	Calpain2 inh	Hck-Nef inh	EP2 modulator	Rad51 HR inh	zVAD death inh	Tb hexokinase	eIF4E-4G inh	14-3-3 Bad inh	PGE2 EP2 inh
O=C(CSc1nnc(-c2ccccc2O)n1-c1ccccc1)Nc1cccc(C(=O)O)c1	21	-21	8	-1	0.0	8	-2	2	3
CCOC(=O)c1c(CN2CCCCC2)oc2ccc(O)cc12	-13	1	13	28	1.5	-6	3	-3	9
CCCC(=O)Nc1c(-c2ccc(OC)cc2)c(=O)c2ccccc2n1C	i	1	1	10	-0.4	-37	-5	13	5
c1ccc(Oc2ccc(-c3ccnc4ncnn34)cc2)cc1	68*	7	-15	-79	0.6	-13	-3	6	3
COc1ccc(CC(=O)Nc2ccc3nc(C)sc3c2)cc1OC	19	-1	0	-1	-0.6	-5	4	3[fluorescence artefact?]	7
N#C/C(=C\C1=C(N2CCOCC2)C(=C\c2ccc(Cl)cc2)/CC1)C(=O)Nc1ccccc1F	29	13	-5	-20	.	-6	7[fluorescence artefact?]	73*[fluorescence artefact?]	2
Cc1nc(-c2nc(-c3c(C(=O)NNC(=O)c4ccc(Cl)cc4)noc3C)cs2)cs1	-27	13	8	.	-0.2	-12	-1	1	9
O=C(c1cn2ccccc2n1)N1CCc2c([nH]c3ccccc23)C1c1ccccn1 (stereo not given)	-21	12	-14	.	0.2	-5	3	-6	4
CCn1nc(C)c(NC(=O)CCSc2nc(-c3ccco3)cc(C(F)(F)F)n2)c1C	-18	0	-24&5	-4	-0.2	-26	-2	-8	11&6
CC(=O)N(C)c1ccc(OCC(O)Cn2c3ccc(Cl)cc3c3cc(Cl)ccc32)cc1 (stereo not given)	-43	0	-15	4	2.3	-12	5	-3	15
COc1ccc(OC)c(NC(=O)c2nnn(Cc3ccccc3C)c2N)c1	34	1	-25	-4	0.1	1	-22	0	8
NC(=O)NC(Cc1ccccc1)c1ccccc1 (stereo not given)	-39	0	-13	.	0.3	-2	6[fluorescence artefact?]	-6[fluorescence artefact?]	3
C#CCOCCOCCOCCNc1nc(N2CCN(C(=O)[C@H](C)n3cc(CCCN=C(N)N)nn3)CC2)nc(N2CCN(C(=O)[C@H](CCCCN)n3cc(CCCC)nn3)CC2)n1	-25	-5	21	.	5.7	28	10[fluorescence artefact?]	89*	.
CCCc1c(C)c2ccc(OCC(C)=O)cc2oc1=O	-266	2	10	-1	-0.2	-19	5[fluorescence artefact?]	9[fluorescence artefact?]	4
Cc1cc(C)cc(N(CC(=O)NC2CCCCC2)C(=O)c2ccc(C)s2)c1	20	0	22	4	-0.4	3	2	7	-3
CCOC(=O)NCc1ccc(CNC(=O)OCC)cc1	17	-2	2	-4	0.9	3	-4	-4	16
CSc1nnc(-c2cccc(NC(=S)NN)c2)o1	-29	23	-12	26	0.7	-3	-5	-17	12
CN1CC(c2ccccc2)C(c2ccc(Cl)cc2)=N1 (stereo not given)	-2	6	36	8	0.5	4	15	-16	7
COc1ccccc1C(=O)Nc1onc(C)c1C#N	-21	7	22	8	0.8	2	-2	-9	10
COc1cccc(/C=N/n2c(C)nc3ccccc32)c1OC	18	2	4	2	0.8	-11	2	3[fluorescence artefact?]	7
CCN1C(=O)N(C(C)=O)C2C1N(C(C)=O)C(=O)N2C(C)=O (stereo not given)	0	21	27	.	0.4	-4	3	-8	6
Cc1ccc(-c2cccc(NC(=O)C3C(C(=O)O)[C@@H]4C=C[C@H]3C4)c2)o1 (stereo not given in full)	-47	1	48	0	0.1	-1	-15	5	-1
COc1cc(C(=S)N2CCOCC2)ccc1OC(=O)Cc1ccc(F)cc1	-6	8	-33	.	0.4	2	-3	4[fluorescence artefact?]	13
Cc1ccc(-c2oc3ccccc3c(=O)c2OCC(=O)O)cc1	-12	-31	8	-3	4.1	-26	-2	9	10
CCCCCNC(=O)C(C)Sc1ccc(Cl)cc1 (stereo not given)	-27	-13	15	0	-0.2	-3	0[fluorescence artefact?]	7	4

Screens as filed in PubChem BioAssay.
